MITF TRPM1 HTS: activators of MITF-driven TRPM1 promoter activity in SK-MEL-5 cells; 300,000 tested, 0.75% active; activation, % at 12.5 µM; SK-MEL-5 TRPM1-promoter luciferase, 24 h; % of positive control, neutral wells = 0; AID 588334;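 active = mean activation of at least 80% with every replicate also reaching 80%; inconclusive = mean reaches 80% but some replicate falls short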;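 also: 0% = neutral control wells and 100% = parthenolide positive control wells; values of inactives mirror those of a sister screen read the other way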
V-ATPase pH: regulators of yeast V-ATPase proton transport; S. cerevisiae, pHLuorin cytosolic pH fluorescence; response, % at 10 µM; 350,000 tested, 0.37% active; AID 504577; in the data active = response mostly above about 7.3%, no sharp cut-off; inactive = mostly below about 5.4%; also: actives read high; inactives centre near 0; some compounds called inactive have numbers as strong as hits; reference of the scale not given here
Rtt109 Vps75: C. albicans Rtt109 histone acetyltransferase inhibition. Q5AAJ8. purified Rtt109/Vps75, ThioGlo CoA-SH fluorescence, 4 h. inhibition, % at 34.9 µM. 330,000 tested, 0.16% active. AID 540336;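 active = inhibition of at least 50% in every replicate; inconclusive = best replicate reaches 50% inhibition but some replicates fall short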
Tat transport: E. coli Tat transport inhibition; E. coli MC4100 TorA-mCherry Tat export, fluorescence; 340,000 tested, 0.036% active; inhibition, % at 10 µM;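 active = mean replicate inhibition at least 50% and at least half of replicates individually reaching 50%; inconclusive = only one of the two criteria met; inactive = neither criterion met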;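 also: exported cargo escapes ClpAP degradation while cytoplasmic cargo is degraded and loses fluorescence; 0% = median of neutral control wells and 100% = median of NaSCN control wells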
CAL PDZ FP-1: blocks peptide binding to human CAL PDZ domain; inhibition, % at 20 µM; AID 504414; Q9HD26; 330,000 tested, 0.02% active; purified CAL PDZ, TMR-peptide fluorescence polarization, 1 h;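 active = highest replicate inhibition of at least 40%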;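 also: plate controls were DMSO neutral control wells for no effect and unlabeled competitor peptide control wells for full effect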
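Material: tagged CAL PDZ domain; buffer or medium: 25 mM sodium phosphate pH 7.4, 150 mM NaCl, TCEP, IgG, Thesit; compound dosing: single point, 20 µM; schedule: 1 h incubation at room temperature before polarization reading; measured by: FP readout, S and P plane fluorescence; read-out basis: percent inhibition from loss of millipolarization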
Wnt act: Wnt/beta-catenin pathway activation; activation, % at 9.35 µM; 300,000 tested, 1.2% active; Wnt/beta-catenin reporter cell assay, activator, plate reader; in the data active = activation above about 30%, passing the limit was not always enough; inconclusive = no clear call, values can overlap the other calls;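 also: 0% = neutral control wells and 100% = positive control wells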
CAL PDZ FP-2: inhibitors of human CAL PDZ peptide binding | Q9HD26 | purified CAL PDZ, TMR-peptide fluorescence polarization, 1 h | inhibition, % at 24.9 µM | 300,000 tested, 0.92% active | AID 602252;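 active = mean inhibition of at least 30% with at least half of replicates also reaching 30%; inconclusive = no clear call, values can overlap the other calls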;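 also: 0% = DMSO neutral control and 100% = excess unlabeled competitor peptide PRC23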
CDK5 inh: CDK5/p35 (human) kinase inhibition. 330,000 tested, 0.01% active. inhibition, % at 10 µM. Q00535+Q15078. Recombinant CDK5/p35, ADP-Glo luminescence, 60 min;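 active = highest replicate inhibition of at least 50% and at least 75% of replicates reaching 50%; inconclusive = only one of the two criteria met; inactive = both criteria failed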;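 also: plate controls were DMSO neutral control for no effect and GW8510 at 10 µM for full effect; many of its hits are not listed in these tables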
Target sequence (Q00535 whole entry, looked up): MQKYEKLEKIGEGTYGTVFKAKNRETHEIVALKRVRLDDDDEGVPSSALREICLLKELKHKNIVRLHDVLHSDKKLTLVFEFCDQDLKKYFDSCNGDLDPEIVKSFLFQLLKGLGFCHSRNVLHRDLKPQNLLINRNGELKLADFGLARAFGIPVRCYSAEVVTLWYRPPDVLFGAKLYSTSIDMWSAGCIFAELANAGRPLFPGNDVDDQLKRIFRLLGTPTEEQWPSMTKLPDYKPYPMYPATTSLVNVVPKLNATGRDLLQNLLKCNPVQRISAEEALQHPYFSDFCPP
Target sequence (Q15078 whole entry, looked up): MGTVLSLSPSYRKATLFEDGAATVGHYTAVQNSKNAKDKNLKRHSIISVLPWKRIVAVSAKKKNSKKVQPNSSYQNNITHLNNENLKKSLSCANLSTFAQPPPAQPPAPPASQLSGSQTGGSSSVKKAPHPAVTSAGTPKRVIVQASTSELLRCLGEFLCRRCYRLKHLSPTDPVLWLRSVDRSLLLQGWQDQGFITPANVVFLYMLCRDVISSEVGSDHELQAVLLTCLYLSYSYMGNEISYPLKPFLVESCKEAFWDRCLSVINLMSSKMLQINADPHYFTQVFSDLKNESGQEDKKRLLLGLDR
dFosB activator: activators of mouse delta FosB homodimer | P13346 | purified delta FosB, TAMRA-CDK5 oligo fluorescence polarization; percent of positive-control signal above neutral wells | 340,000 tested, 0.99% active | AID 493131 | activation, % at 25 µM;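 active = mean activation above about 17%, with every replicate also reaching it, limit read from the data, passing the limit was not always enough; inconclusive = only one of the two conditions met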;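 also: fluorescence polarization rise as delta FosB binds a TAMRA Cdk5 AP-1 oligo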
Target sequence (P13346 whole entry, looked up): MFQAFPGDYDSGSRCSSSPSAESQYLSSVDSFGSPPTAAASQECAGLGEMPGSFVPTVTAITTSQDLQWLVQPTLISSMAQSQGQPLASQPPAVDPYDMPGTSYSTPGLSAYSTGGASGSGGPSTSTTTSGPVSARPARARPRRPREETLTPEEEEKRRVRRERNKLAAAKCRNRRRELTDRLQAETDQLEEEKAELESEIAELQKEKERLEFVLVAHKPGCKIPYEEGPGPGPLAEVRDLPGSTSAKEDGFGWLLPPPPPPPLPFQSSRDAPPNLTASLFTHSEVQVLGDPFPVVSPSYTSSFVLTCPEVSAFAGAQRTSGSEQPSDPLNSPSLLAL
cardiac RTF act: increases calcium sensitivity of human cardiac regulated thin filaments. P19429+P45379. IANBD-labeled TnC RTF fluorescence at EC20 calcium; 0% EC20 calcium, 100% full calcium. activation, % at 7.2 µM. 340,000 tested, 0.24% active;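 active = activation above the mean over all tested compounds plus 3 SD, cut at about 30% in these data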;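 also: rise in fluorescence read as greater calcium sensitivity of cardiac thin filaments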
* marks the source's active call; other numbers are inactive results; ? = inconclusive; / = not tested or not shown. An unsorted share of the library. About 4.1% of those tested had a hit in this group.

SMILES	MITF TRPM1 HTS	V-ATPase pH	Rtt109 Vps75	Tat transport	CAL PDZ FP-1	Wnt act	CAL PDZ FP-2	CDK5 inh	dFosB activator	cardiac RTF act
CCn1c(CCCNC(=O)c2cccs2)nc2ccccc21	-1.5	-4.7	-0.9	-1.8	-1.5	0.1	-5.0	0.5	-7.2	2.2
O=C(CO/N=C/c1ccccc1OC(F)F)NC1CCCC1	-2.6	1.4	1.3	-13.1	0.3	0.6	-0.8	0.7	4.0	-0.5
Cc1cc(C)cc(C(=O)N2CCC3(CC2)NCCc2[nH]cnc23)c1	-5.4	1.0	-15.8	3.8	-1.9	-0.7	-2.2	-2.8	2.5	0.5
Cc1cccc(-n2cnc3cc([N+](=O)[O-])ccc32)c1	1.0	3.3	-8.3	4.8	-0.1	/	-3.1	-0.3	0.5	9.3
CCCCCC(=O)Nc1ccc(C(=O)COC(=O)Cn2cnc3c2c(=O)n(C)c(=O)n3C)cc1	4.6	5.8	1.7	-3.2	-1.7	9.7	-23.7	-1.7	-3.0	-5.5
CCCCSc1oc(-c2ccco2)nc1S(=O)(=O)c1ccccc1	-8.7	-0.7	-2.1	9.7	-1.4	-2.5	-7.7	0.2	-7.8	-4.6
COc1cc2c(cc1OC)CN(c1ccc([N+](=O)[O-])cc1Cl)CC2	8.0	-0.9	-2.1	-1.7	-0.1	1.1	-3.1	-1.6	-4.2	-5.3
CCOC(=O)C1=C(O)/C(=C/c2ccc(OCC(=O)O)c(OCC)c2)SC1=Nc1ccccc1	8.6	-1.3	28.8	-0.8	-13.1	5.7	-23.3	-0.7	-2.5	-4.8
COc1cc(NC(=O)C2CC(=O)N(Cc3ccco3)C2)cc(OC)c1 (stereo unspecified)	-7.8	0.0	0.8	3.0	-2.5	-0.2	-2.2	1.0	4.5	-1.5
Cc1ccc(OCC(=O)N2CC(C)CC(C)C2)c([N+](=O)[O-])n1 (stereo unspecified)	7.6	-1.9	-6.2	5.2	-1.4	-0.3	/	-1.3	2.6	-2.5
CCCCc1cc(=O)oc2cc(OCc3nn[nH]n3)c(Cl)cc12	-4.0	5.2	-5.5	-2.7	-1.9	/	-6.8	-1.9	-10.1	1.8
O=C(O)c1ccccc1-c1nc(-c2ccccc2)c(-c2ccccc2)[nH]1	1.7	0.0	-4.1	-5.8	-0.6	0.0	-0.7	0.0	-10.3	-1.4

Next section, starting with the last 2 of the part before.
SMILES	MITF TRPM1 HTS	V-ATPase pH	Rtt109 Vps75	Tat transport	CAL PDZ FP-1	Wnt act	CAL PDZ FP-2	CDK5 inh	dFosB activator	cardiac RTF act
CCCCc1cc(=O)oc2cc(OCc3nn[nH]n3)c(Cl)cc12	-4.0	5.2	-5.5	-2.7	-1.9	/	-6.8	-1.9	-10.1	1.8
O=C(O)c1ccccc1-c1nc(-c2ccccc2)c(-c2ccccc2)[nH]1	1.7	0.0	-4.1	-5.8	-0.6	0.0	-0.7	0.0	-10.3	-1.4
O=C(C1=C[C@H](c2ccc(Br)cc2)C[C@H](OCCCCO)O1)N1CCN(Cc2ccccc2)CC1	/	1.4	4.1	3.0	-0.9	-4.9	-2.2	-1.0	-3.7	1.8
COc1ccc2c(c1)C(SCC(=O)NCCc1ccc(Cl)cc1)CC(C)(C)O2 (stereo unspecified)	2.9	-1.3	9.9	14.9	0.9	-1.8	1.0	3.1	-5.4	-7.9
COCC(C)n1c(C)cc(C(=O)CSc2cc(C)c3ccccc3n2)c1C (stereo unspecified)	-5.5	-0.4	9.2	4.5	-0.7	/	-9.0	-0.6	3.7	2.6
CNC(=O)c1ccc(CN(C)CC(=O)Nc2ccccc2C(=O)NC2CC2)cc1	-1.1	-3.3	7.2	-7.6	0.7	1.6	1.4	0.0	6.0	-0.5
Cc1cccn2c(=O)nc(SCC(=O)NCc3ccc(F)cc3)nc12	3.7	3.6	1.6	-2.7	-0.2	0.6	-6.0	-0.6	-2.2	-4.1
Cc1cc(C)n2nc(SCC(=O)N(C(C)C)C(C)C)nc2n1	-6.9	-2.9	-4.9	-4.8	-0.7	-4.7	1.9	1.0	1.0	2.0
CC(C)CCn1cnc2c([nH]c3cccc(Cl)c32)c1=O	6.3	2.3	29.0	-9.2	-0.3	/	-6.1	2.1	0.1	4.1
CCO[C@@H]1OC(C(=O)NC2CC2)=C[C@H](C)[C@H]1CCCO	15.3	-3.9	8.4	-13.7	0.4	3.9	1.0	0.6	4.0	-5.8
C/C(=N\NC(=O)c1cccnc1)c1cc2ccccc2o1	12.0	-0.8	-0.3	0.5	1.1	?	-3.3	2.3	-12.9	-1.9
CC(C)(C)OC(=O)C[C@@H]1C/C=C\C[C@H](CC(=O)NCCO)C(=O)NC[C@H](c2ccccc2)OC1=O	-12.3	2.6	10.1	0.3	-0.9	1.8	0.0	0.0	-1.7	0.4
CCOc1cc(/C=N/NC(=O)COc2ccc(C)cc2)ccc1OC(=O)c1cccs1	5.8	1.5	0.5	10.7	-1.9	/	-4.2	-0.6	0.5	7.4
CCCN1CCN(CCCNC(=O)c2cc3c(=O)[nH]c4ccccc4c3s2)CC1	4.6	1.5	2.1	-5.2	-3.4	1.6	/	0.4	-50.4	-1.9
COc1cc2c(=O)n(CCCC(=O)NCC3CCCO3)c(=O)n(CC(=O)c3ccc(F)cc3)c2cc1OC (stereo unspecified)	0.2	1.3	-5.9	-1.1	-1.1	2.4	-4.2	-1.2	-10.9	-1.7
CCOc1ccc(CN2CCNC(=O)C2CC(=O)N(C)C2CCCCC2)cc1 (stereo unspecified)	-4.0	0.8	10.5	3.5	-1.7	-1.7	-2.9	0.7	-7.6	-6.5
CCOc1ccccc1C1CC(=O)Nc2cc(C)c(C)cc21 (stereo unspecified)	-14.9	0.9	4.0	6.6	0.4	0.0	/	-0.3	-4.4	-1.3
COC(=O)[C@H](CC(C)C)NC(=O)N1CCC(C)CC1	-11.8	4.5	-2.3	-1.8	-0.2	0.3	-3.2	-2.1	-9.9	-0.6
Cc1ccc(-c2cc(Cc3ccc(N(C)C)cc3)c(=O)[nH]n2)cc1	/	3.4	10.6	9.1	1.1	1.2	-4.3	-0.9	-6.5	/
COC(=O)N1[C@H](Cc2ccccc2)C=C[C@]1(C)C(=O)NCc1ccccn1	1.5	15.5	-4.5	11.3	0.7	/	-2.1	1.2	-6.4	5.6
Cc1cccc(C(=O)Nc2ccc3c(c2)ncn3C)c1	125.5*	-3.3	-13.9	-10.3	-2.3	22.3	-5.1	-0.1	7.4	1.7
CC(OC(=O)CNC(=O)c1ccc(F)cc1)C(=O)Nc1ccc(S(=O)(=O)N2CCOCC2)cc1 (stereo unspecified)	2.0	-2.0	4.9	5.7	-0.1	-0.5	-3.8	0.6	-11.0	-0.2
O=C(C1=C(O)C(=O)N(CCc2ccccc2)C1c1cccnc1)c1ccco1 (stereo unspecified)	-8.1	-0.3	6.5	7.9	0.0	/	10.5	0.9	3.4	-1.2
O=C(CCSc1ccccc1)Nc1ccccc1Br	20.5	-1.5	2.4	2.0	-0.9	-0.1	-0.6	-0.3	-6.8	-1.0
Cc1cc(C)n2nc(C(=O)NCc3ccccc3)nc2n1	-2.8	-2.5	1.4	3.6	-0.5	/	-3.9	-0.9	-4.6	2.1
CC(C)C(Cl)=NOC(=O)Nc1ccc(F)cc1	/	2.2	5.1	-33.6	-1.8	-4.0	-6.5	2.1	4.9	3.1
Nc1nnc(N)c2ccccc12	-4.5	3.5	-0.7	-6.3	-0.6	-0.5	57.2*	-3.3	2.5	2.9
O=C(O)c1ccc(S(=O)(=O)NCc2cccnc2)cc1	12.5	2.3	-2.1	-4.9	0.4	-0.1	10.7	1.0	-2.5	-0.4
O=C(NC(Cc1c[nH]c2ccccc12)C(=O)N1CCOCC1)c1cccs1 (stereo unspecified)	-10.3	-2.6	-7.7	2.7	-0.5	-0.4	-1.7	4.0	-4.7	-4.8
Cc1nn(-c2ccccc2)c(Cl)c1/C=N/NC(=O)c1cccnc1	12.7	1.9	3.4	34.7	-2.9	/	-0.4	-1.9	-13.6	13.6
Cn1c(C(C(=O)NCC2CCCO2)N(CCc2ccccc2)C(=O)Cn2nnc3ccccc32)nc2ccccc21 (stereo unspecified)	-11.9	0.1	6.7	-10.5	-0.9	-4.0	-3.8	1.3	-11.1	3.0
O=C1COc2ccc(C(=O)COC(=O)Cc3c(F)cccc3Cl)cc2N1	1.0	-9.8	-0.9	5.1	-0.3	-1.5	-7.1	-1.2	-11.7	-9.4
CCC(=O)NC(=S)Nc1ccc(NC(=O)c2ccco2)cc1	28.2	-2.0	-4.7	-5.3	-1.0	11.5	-3.6	5.2	9.9	-4.7
NC(=O)c1cc(C(=O)Cc2ccccc2)c[nH]1	16.6	-2.4	-9.3	-1.9	-1.3	3.2	0.5	-1.6	-8.4	-4.9
CC1(CCc2ccccc2)NC(=O)N(CC(=O)N2CC(=O)Nc3ccccc32)C1=O (stereo unspecified)	2.6	5.5	-3.6	0.4	-1.8	-2.3	0.0	-0.2	-0.7	-3.2
Cc1cc(C)c(C)c(S(=O)(=O)NNC(=O)c2cccc(S(=O)(=O)N3CCOCC3)c2)c1C	7.3	-0.2	-13.9	0.5	-0.3	-1.5	-2.9	-1.6	-9.1	7.2
COC(=O)CCCN1C(=O)c2cccc3cccc(c23)C1=O	/	3.0	0.5	-0.7	-1.4	24.2	-2.8	-1.4	-3.3	1.1
CC1(C)CC(=O)C(C=NCCc2ccc(S(N)(=O)=O)cc2)=C(O)C1	-9.3	-0.2	6.9	-6.5	-0.4	/	/	-0.5	-0.7	-4.8
Cc1ccccc1/C=C/C1=NCCN1	12.8	-0.8	-7.4	-3.3	0.3	3.7	-1.1	-0.2	-3.4	10.8
COc1cc(C(=O)NCC(=O)N/N=C/c2ccccn2)cc(OC)c1OC	-8.4	-4.3	0.3	5.5	-0.6	-1.5	9.1	0.0	9.3	5.0
O=C(CSc1nnc(CNC(=O)c2ccccc2)o1)c1ccccc1	-10.3	-3.4	-8.1	-1.4	-1.9	1.6	-3.3	-1.9	3.4	-2.5
Cc1ccc2sc(C)[n+](CCCS(=O)(=O)[O-])c2c1	-0.9	-1.7	?	-9.0	-2.9	2.2	-7.2	1.3	-5.4	1.3
Cc1cc(C)c(S(=O)(=O)c2c(C)cccc2C)c(OCC(C)C)n1	-8.5	0.1	-7.3	3.6	-0.7	2.3	-2.3	-2.4	-2.3	-2.9
CCCCn1nnc(NC(=O)CC23CC4CC(CC(C4)C2)C3)n1	15.7	1.1	-1.2	3.5	-1.2	-0.3	-0.5	1.6	-0.7	6.6
Cc1ccc(NC(=O)CS(=O)CC(=O)N(C2CCCC2)C(C)C(=O)NC2CCCCC2)cc1 (stereo unspecified)	-11.8	4.6	0.3	-1.2	-2.2	/	0.5	-3.3	-21.3	2.4

Screens deposited in PubChem by several laboratories.
